Bioassay records from PubChem.
HCT116 PTEN-null – suppresses growth of cells with PTEN deletion | HCT116 PTEN-null viability, CellTiter-Glo, 60 h; stronger effect = lower value | viability, % at 10 µM | 140,000 tested, 1.2% active;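 active = viability at or below a set limit, 4 SD under the median of all tested compounds, cut at about 3.7% in these data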;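 note: PTEN knockout HCT116 line with beta catenin targeted HCT116 as companion control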
BB579 growth dn – chemicals that inhibit yeast BB579 growth in restrictive medium (lifespan-shortening candidates) | S. cerevisiae BB579 growth, OD615, 48 h | inhibition, % at 10 µM | 140,000 tested, 0.51% active;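 active = inhibition above a set limit, 3 SD over the mean compound inhibition, cut at about 44% in these data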; note: inactives centre near -24
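Material: Saccharomyces cerevisiae DeaD strain BB579, replicative lifespan model yeast; buffer or medium: CSMM-D restrictive synthetic medium containing dextrose (glucose); compound: 10 µM single dose, DMSO 0.25%; timing: 48 h compound exposure at 30 °C after 4 h preincubation; signal: turbidity as optical density at 615 nm; benchmarks: positive control amphotericin B 10 µg/mL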
NPY Y2 blocker – NPY-Y2 (human) receptor antagonism | P49146 | NPY-Y2 expressing cells, antagonist mode | AID 793 | inhibition, % at 2.7 µM | 140,000 tested, 0.99% active; in the data active = inhibition above about 17%;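 note: 0% = vehicle with agonist challenge and 100% = reference antagonist with challenge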
Target sequence (P49146 whole entry, looked up): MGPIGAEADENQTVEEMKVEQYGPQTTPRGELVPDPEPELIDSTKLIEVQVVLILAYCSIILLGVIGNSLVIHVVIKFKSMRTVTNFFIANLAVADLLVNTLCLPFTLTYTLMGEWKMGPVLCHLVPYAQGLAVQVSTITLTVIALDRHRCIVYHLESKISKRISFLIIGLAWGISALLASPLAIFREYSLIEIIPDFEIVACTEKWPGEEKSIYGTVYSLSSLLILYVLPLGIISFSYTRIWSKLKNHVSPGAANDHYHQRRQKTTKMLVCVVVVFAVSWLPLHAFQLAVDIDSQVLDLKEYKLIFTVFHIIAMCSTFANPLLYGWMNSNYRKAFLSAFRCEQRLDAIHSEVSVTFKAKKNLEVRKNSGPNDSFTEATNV
Phagocytosis inh – macrophage phagocytosis inhibition; J774A.1 macrophage IgG-bead phagocytosis, imaging; inhibition, % at 5 µM; 110,000 tested, 0.07% active;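 active = inhibition above the mean of the plate negative controls plus 5 SD, cut at about 13% in these data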;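 note: phagocytic index as fraction of beads internalized from green versus red external bead signal; plate controls were DMSO negative control for no effect and cytochalasin-D positive control for full effect; some results beyond the cut were filed as inactive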
E-sel TNF inh – TNF alpha driven E-selectin expression inhibition | HUVEC TNFa-induced E-selectin immunofluorescence, high content | inhibition, % at 2 µM | 120,000 tested, 0.71% active;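 active = inhibition above the batch mean plus 3 SD, and confirmed as a hit on visual image review, cut at about 43% in these data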;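 note: 0% = TNF-stimulated DMSO wells and 100% = unstimulated control wells; not every result past the cut was called active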
GALR2 antag – GALR2 (human) receptor antagonism; GALR2-expressing cells, antagonist mode; inhibition, % at 4 µM; O43603; 140,000 tested, 0.39% active; in the data active = inhibition above about 27%;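 note: cells stimulated with galanin 1-16 at roughly its EC80; 0% = agonist challenge control and 100% = basal control without agonist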
Target sequence (O43603 whole entry, looked up): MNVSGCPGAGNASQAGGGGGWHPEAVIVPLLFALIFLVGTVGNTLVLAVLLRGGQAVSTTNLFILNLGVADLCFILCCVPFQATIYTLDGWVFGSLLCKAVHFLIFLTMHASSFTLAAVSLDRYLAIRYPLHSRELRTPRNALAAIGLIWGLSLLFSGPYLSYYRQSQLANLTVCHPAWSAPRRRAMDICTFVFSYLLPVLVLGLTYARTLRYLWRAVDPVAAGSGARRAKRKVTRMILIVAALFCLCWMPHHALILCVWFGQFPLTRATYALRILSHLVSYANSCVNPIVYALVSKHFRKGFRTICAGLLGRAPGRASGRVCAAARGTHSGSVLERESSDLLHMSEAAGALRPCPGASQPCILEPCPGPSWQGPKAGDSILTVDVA
Measles CPE – protection of cells from measles virus; Measles virus-infected cells, CPE protection, absorbance; protection (pct of control), % at 4 µM; 140,000 tested, 1.5% active; in the data active = protection mostly above about 24%, no sharp cut-off; inactive = mostly below about 26%; note: some compounds called inactive have numbers as strong as hits
bCat KO growth – beta-catenin-lacking colon tumor cell growth suppression. HCT116 beta-catenin knockout viability, CellTiter-Glo, 60 h; stronger effect = lower value. viability, % at 10 µM. 140,000 tested, 1.5% active;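 active = viability at or under a set limit, the compound median less 4 SD, cut at about 6% in these data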;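 note: 0% = Hyamine 1622 control at 20 µM and 100% = untreated cell control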
Yeast life ext – yeast lifespan extension. 130,000 tested, 0.68% active. S. cerevisiae growth with nicotinamide, OD615; deaD strain in restrictive glucose medium. AID 775. inhibition of the nicotinamide effect, % at 10 µM;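 active = inhibition above a set limit, placed 3 SD over the median of all compounds, cut at about 26% in these data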;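 note: 0% = nicotinamide-treated wells and 100% = cells grown without nicotinamide; some compounds called inactive have numbers as strong as hits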
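Buffer or medium: CSMM-D glucose medium, restrictive; test system: modified budding yeast, DeaD strain; compound: single dose 10 µM compound, 0.25% DMSO; schedule: culture preincubation 4 h, compound exposure 48 h, both 30 °C; detection: optical density (absorbance) at 615 nm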
MRP1 act – activators of MRP-1; AID 799; H69AR cells + doxorubicin, viability rescue, CellTiter-Glo; viability increase, % at 10 µM; 140,000 tested, 0.61% active;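 active = viability gain under doxorubicin at or above a set limit, the compound median plus 3 SD, cut at about 4.7% in these data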;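 note: MRP-1 overexpressing cells given doxorubicin 25 µM after compound pretreatment; 18-22 h compound pretreatment then 72 h with doxorubicin before readout; 0% = doxorubicin-only wells and 100% = vehicle-treated cells without doxorubicin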
Numbers without * were called inactive; · = not tested or not shown.

Order of values – HCT116 PTEN-null | BB579 growth dn | NPY Y2 blocker | Phagocytosis inh | E-sel TNF inh | GALR2 antag | Measles CPE | bCat KO growth | Yeast life ext | MRP1 act
COC(=O)c1c(-c2ccc(C)cc2)csc1NC(=S)NC(=O)c1ccc(F)cc1
    67.2 | -58.0 | 2.7 | -0.4 | · | 3.0 | 5.5 | 65.8 | 12.8 | -3.2
Cc1ccccc1Nc1nc(N)nc(CSc2ccccc2)n1
    85.2 | -7.4 | 5.0 | -5.1 | · | -5.4 | 4.9 | 79.8 | -6.5 | -2.1
CCN(c1ccc(NC(=O)COC(=O)c2ccc3ccccc3n2)cc1)C(C)C
    90.9 | -38.8 | 1.6 | · | -11.2 | 0.2 | 6.8 | 92.1 | -18.5 | -2.9
CCN(CC)c1ccc(/C=N/N2CCOCC2)cc1
    94.2 | -28.8 | 6.0 | -0.6 | 24.0 | 0.3 | 19.9 | 97.6 | -14.4 | -1.7
CCn1c(SCC(=O)N2CCc3ccccc32)nnc1-c1ccco1
    101.4 | -18.9 | 0.4 | 1.2 | · | 0.6 | 5.8 | 91.8 | -7.0 | -2.0
O=C(Oc1ccc(N2C(=O)CCC2=O)cc1)c1ccco1
    99.9 | -11.0 | 1.4 | -4.2 | -0.9 | 0.4 | 6.9 | 100.8 | -5.7 | -1.0
CC(O)CN=c1cc(-c2ccccc2)oc2ccc(Cl)cc12 (configuration not stated)
    5.2 | -6.3 | 0.7 | · | 13.6 | 5.1 | 0.8 | 5.7* | -27.2 | -0.5
CN(C)c1cccc(C(=O)OCC(=O)Nc2ccccc2Sc2ccccc2)c1
    77.3 | -23.9 | 1.0 | 9.6 | 3.7 | -13.4 | 8.1 | 86.1 | 0.9 | 0.2
C#CC1CN(Cc2ccccc2)CC(C#C)N1C (configuration not stated)
    103.5 | -12.4 | 3.6 | · | · | 10.8 | 8.6 | 102.2 | 7.1 | -0.4
CCOC(=O)NC(=O)/C(C#N)=N\Nc1ccc(Cl)cc1
    94.6 | -29.7 | 1.3 | 0.3 | 2.4 | 4.5 | 1.9 | 94.3 | -3.4 | -0.4
COc1ccc(/C=N/NC(=O)C(Cc2c[nH]c3ccccc23)NC(=O)OCC(C)C)cc1[N+](=O)[O-] (configuration not stated)
    93.2 | -46.2 | 33.4* | · | -22.5 | -1.4 | 3.7 | 91.0 | -3.3 | -2.2
Cc1occc1-c1nnc(SCC(=O)N2CCOCC2)o1
    97.4 | -20.3 | -0.3 | -0.3 | -10.5 | 7.1 | 8.3 | 96.8 | 0.1 | -0.3
COc1cccc(C2CC(c3ccc(C(C)C)cc3)n3nc(N)nc3N2)c1 (configuration not stated)
    76.5 | -0.4 | 7.5 | -0.4 | · | 0.3 | 4.1 | 84.2 | -3.2 | -2.1
CCOC(=O)C1=C(C)N=C(SC)N(C)C1c1ccccc1 (configuration not stated)
    79.2 | -2.6 | 3.1 | -2.0 | -14.2 | 4.6 | 5.0 | 76.3 | -16.6 | -4.6
Cc1cc(SCC(=O)NC(=O)NCc2ccco2)nc2ccccc12
    77.1 | 9.5 | 10.1 | -2.0 | 6.2 | 4.7 | 9.5 | 82.3 | 1.9 | -1.5
Oc1c(CN2CCCCC2)cc(Br)c2cccnc12
    1.4* | 98.5* | 2.8 | · | 5.9 | 26.4 | 3.5 | 1.7* | -19.7 | -3.1
CCOc1ccc(C2CC(=O)c3c([nH]c(C(=O)OC)c3C)C2)cc1OC (configuration not stated)
    9.3 | -28.6 | 2.0 | 0.4 | 8.2 | -16.0 | 22.8 | 9.2 | -18.0 | -3.5
Cc1cc(NC(=O)CSc2cn(CCNC(=O)c3ccc(Cl)cc3)c3ccccc23)no1
    40.1 | -15.9 | 1.2 | 1.1 | 29.0 | 6.6 | 2.3 | 44.8 | -8.3 | 0.6
Cc1cc(C(F)F)n2ncc(C(=O)NC3CCCCCC3)c2n1
    86.3 | -17.5 | 2.1 | -0.6 | -29.9 | -3.2 | 23.1 | 100.6 | -8.0 | -2.5
CCN(CC)CC(=O)Nc1ccc2c(c1)N(C(=O)CN(CC)CC)c1ccccc1CC2
    91.8 | -75.9 | 6.0 | -0.2 | · | 16.7 | 2.3 | 89.9 | 1.6 | -2.2

Order of values – HCT116 PTEN-null | BB579 growth dn | NPY Y2 blocker | Phagocytosis inh | E-sel TNF inh | GALR2 antag | Measles CPE | bCat KO growth | Yeast life ext | MRP1 act
c1ccc2c(c1)[nH]c1c(N3CCN(C4CCCCC4)CC3)ncnc12
    71.0 | -26.0 | 7.6 | · | -24.7 | 6.4 | 13.9 | 67.6 | -1.0 | -4.6
O=S1(=O)N=C(N2CCN(Cc3ccccc3)CC2)c2ccccc21
    91.9 | -11.8 | 1.2 | -0.2 | 40.0 | -10.4 | 13.8 | 106.9 | -4.5 | -1.1
COc1ccc(Nc2nc(N)nc(CN3CCC(Cc4ccccc4)CC3)n2)cc1
    27.3 | -27.1 | 13.5 | 0.0 | -8.4 | -10.8 | 17.7 | 26.8 | -10.0 | -5.4
CCOC(=O)CSC1=C(C#N)C(=O)NC(c2ccc(OC)cc2)S1 (configuration not stated)
    96.2 | -35.6 | 1.7 | -0.7 | -12.8 | -13.7 | 6.5 | 98.9 | 9.3 | -3.5
CN(C)S(=O)(=O)c1cccc(NC(=O)COc2cccc(C#N)c2)c1
    94.1 | -22.2 | -1.2 | -0.6 | · | 6.8 | 2.1 | 85.6 | 0.3 | -1.4
CCc1nn(C(C)C(=O)NCCN2CCN(c3cccc(C)c3C)CC2)c(=O)c2cc3occc3n12 (configuration not stated)
    4.8 | 16.5 | 9.2 | -0.7 | 16.4 | -6.5 | 0.2 | 2.5* | -2.9 | -1.4
CC(=O)N1N=C(c2cccc(Cl)c2)OC1c1cccc([N+](=O)[O-])c1 (configuration not stated)
    74.0 | -29.3 | 1.6 | -12.3 | 6.0 | 6.7 | 39.0 | 94.3 | -4.8 | -1.0
O=C(CNC(=O)C1CCCCC1)Nc1ccc(Cl)cc1
    100.3 | -41.6 | 0.6 | -1.1 | -12.1 | 9.0 | -0.2 | 86.5 | -5.2 | -1.1
COc1ccc(N2CCN(CCCNC(=O)Nc3ccccc3)CC2)cc1
    92.5 | 6.0 | 1.5 | 1.8 | 5.0 | -4.3 | 7.5 | 97.2 | 1.3 | -3.4
Cc1cc(/C=C(\C#N)C(=O)NCc2cccs2)c(C)n1-c1ccccc1F
    73.8 | -20.8 | 5.6 | 2.6 | 0.9 | 9.8 | 9.1 | 80.3 | -4.5 | -3.5
CCCCSc1nnc(-c2ccc(OC)cc2)n1C
    99.0 | -35.8 | 4.6 | · | -13.6 | 1.5 | 4.7 | 90.0 | · | 0.9
CCC1CCc2[nH]nc(C(=O)O)c2C1 (configuration not stated)
    99.7 | -9.6 | 2.9 | -1.2 | · | -16.9 | 6.1 | 101.2 | -3.2 | -0.6
CC1CN(S(=O)(=O)c2cccc(C(=O)NCc3ccc4c(c3)OCO4)c2)CC(C)O1 (configuration not stated)
    85.9 | -45.0 | -1.8 | · | · | 4.1 | 3.9 | 92.2 | -3.6 | -0.8
CCCCN(CC)CCNC(=O)CN1C(=O)COc2ccc(S(=O)(=O)N3CCCC3)cc21
    97.0 | -30.0 | -0.8 | 2.5 | -3.5 | 4.5 | 7.4 | 101.0 | 4.1 | -1.8
CCOC(=O)NC1(Nc2cccc(Cl)c2)Oc2ccccc2O1
    69.1 | -18.2 | 2.2 | · | · | -1.1 | 6.5 | 75.7 | 16.3 | -4.2
Cc1ccc(CCC(=O)Nc2ccc(S(N)(=O)=O)cc2)o1
    85.5 | -28.6 | -2.1 | 3.0 | 12.7 | 1.2 | 10.4 | 86.7 | -7.1 | -0.8
CC(C)NC(=O)CSc1nc(Cc2cccs2)nc2ccccc12
    97.0 | 3.3 | 1.4 | -1.3 | · | -2.5 | 5.6 | 89.1 | 1.9 | -2.1
COc1ccc(-c2cc(C(F)(F)F)nc(N3CCN(Cc4ccccc4)CC3)n2)cc1OC
    67.8 | -44.3 | -1.9 | · | · | -9.3 | 1.9 | 74.4 | -8.8 | -1.3
Cc1cccc(OCc2nnc(SCc3cc(=O)[nH]c4ccccc34)n2-c2ccccc2)c1
    62.2 | 2.9 | 3.3 | -8.1 | · | -12.7 | 17.9 | 48.7 | -0.3 | -0.9
CCn1c2ccccc2c2cc(NC(=O)CSc3nnc(C4CC4)n3Cc3ccco3)ccc21
    99.1 | -42.8 | -2.7 | -0.4 | -18.6 | -8.5 | 2.8 | 97.3 | -5.0 | -2.2

Order of values – HCT116 PTEN-null | BB579 growth dn | NPY Y2 blocker | Phagocytosis inh | E-sel TNF inh | GALR2 antag | Measles CPE | bCat KO growth | Yeast life ext | MRP1 act
Cc1ccc([N+](=O)[O-])cc1NC(=O)c1ccc(CSc2ccccc2)cc1
    92.0 | -11.6 | 6.0 | -4.3 | · | -6.1 | 18.1 | 92.9 | 1.2 | -1.3
Nc1nonc1C(=O)NC(c1ccccc1)c1ccccc1
    80.5 | -27.2 | 5.5 | 2.6 | -9.8 | 0.3 | 11.1 | 84.6 | 0.5 | 0.1
COc1cc2cc(CN(CCCO)S(=O)(=O)c3ccccc3)c(=O)[nH]c2cc1OC
    104.3 | -28.7 | 3.0 | · | · | -2.0 | 43.0 | 95.0 | -5.0 | -1.2
COc1ccc(NS(=O)(=O)c2ccc(NC(=O)Cc3cccs3)cc2)cc1
    87.8 | -8.8 | 0.6 | -4.7 | · | 8.6 | 14.6 | 84.8 | 0.4 | -0.6
O=C(Nc1ccncc1)C1COc2ccccc2O1 (configuration not stated)
    95.1 | -4.1 | 3.3 | 0.3 | 16.7 | -16.7 | 15.8 | 86.1 | 2.5 | 0.4
CC(C)c1nc(SCC(=O)N2CCCC2)c2ccccc2n1
    75.1 | -27.1 | 3.6 | -0.6 | · | 1.5 | 6.4 | 72.0 | -24.6 | -5.5
O=C(CN(c1ccccc1)S(=O)(=O)c1ccc(Cl)cc1)Nc1ccccc1C(=O)N1CCCC1
    76.5 | -39.9 | 0.8 | -1.3 | 1.6 | -9.4 | 2.3 | 80.8 | -5.9 | -4.2
COc1ccc(S(=O)(=O)Nc2nc3ccccc3nc2Nc2ccc3c(c2)OCO3)cc1
    84.5 | -33.7 | 1.3 | 1.0 | 9.1 | 1.7 | 2.6 | 89.1 | 8.6 | 1.7
COc1ccc(S(=O)(=O)Cc2ccc(C(=O)N3CCN(c4ccc(Cl)cc4)CC3)o2)cc1
    33.3 | -24.5 | 6.5 | -0.6 | 8.8 | 1.8 | 16.8 | 29.4 | -6.2 | -2.2
Cc1ccc(C)c(C(=O)CN2C(=O)CCC2=O)c1
    86.9 | 2.9 | 5.5 | -0.6 | · | 10.0 | 20.2 | 93.5 | 0.8 | -0.1
